High-throughput results deposited in PubChem BioAssay by several laboratories.
K1F lysis inhibition – protection from phage-mediated lysis, alamar blue read-out – E. coli UTI89, K1F phage, bacterial capsule biogenesis inhibitors (AID 488966); E. coli UTI89 K1F phage lysis, alamar blue, 2 h; higher % means a stronger effect; one-dose inhibition, % at 100 µM; IC50 in µM for titrated hits; 0.02% of 340,000 active;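 active = phage lysis inhibition, versus mean bacterial control, above a set limit; inconclusive = no clear call, values can overlap the other calls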;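 also: capsule biogenesis inhibitors block K1F phage lysis so surviving cells raise fluorescence; higher fluorescence means more inhibition of phage lysis; actives were called in the ten point dose series up to 300 µM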
Myeloid diff 2 – promotes myeloid progenitor differentiation | 1% of 360,000 active | ER-HoxA9 myeloid progenitors, lysozyme-GFP differentiation, flow cytometry | calls only at 10 µM;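 active = normalized GFP-positive differentiation at or above the plate's own cutoff, the solvent-only control mean plus 3 SD; inconclusive = no clear call, values can overlap the other calls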;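 also: cells exposed to compound for four days before flow analysis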
Lipid droplet – hepatic lipid droplet formation modulation | AML12 mouse hepatocytes, oleate lipid droplets, BODIPY imaging | inhibition, % at 6.5 µM | 0.4% of 240,000 active | AID 1656;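 active = lipid droplet intensity inhibited by at least 50%, with more than 500 cells counted; inconclusive = wells with under 300 cells, treated as cytotoxic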
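Assay system: AML12 hepatocytes (mouse); Probe or stimulus: oleic acid at 100 µM to induce lipid droplet formation; Dosing: compound at 6.5 µM only; Schedule: compound with oleate, overnight; Detection: fluorescence imaging, 20x objective, two fields per well; Measure: % inhibition of lipid droplet signal.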
Lipid droplet cells 6.5 µM – second read-out of Lipid droplet, no call of its own (marks repeat the call); cell count; measured here: cell count, cytotoxicity flag;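 cells counted across two imaged fields per well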
Myeloid diff 2 GFP+ MAC1+ % – also measured in Myeloid diff 2; calls as there; GFP+ MAC1+ double positive, %; measured here: differentiation confirmed by MAC1 staining
* = called active by the depositor; [ ] = dose if it differs, or a comment. Some of the compounds tested, so the mix of outcomes need not match the whole.

What do the screens show for `C[C@H](NS(=O)(=O)OCC(Cl)(Cl)Cl)C1CC1c1ccccc1` (stereo partly specified)?
K1F lysis inhibition: -1.1%; Myeloid diff 2: inactive; Lipid droplet: -10; Lipid droplet cells 6.5 µM: 765; Myeloid diff 2 GFP+ MAC1+ %: 0.5

Results for COc1ccc(C(=O)N(C)CCCC2CCCC2)cc1OC1CCN(C(C)=O)CC1 ?
K1F lysis inhibition: 0.5%[50 µM]; Myeloid diff 2: inactive; Lipid droplet: 0; Lipid droplet cells 6.5 µM: 802; Myeloid diff 2 GFP+ MAC1+ %: 1.0

How did CCn1c(CC(=O)Nc2ccccc2Cl)nnc1SCC(=O)NC1CCCC1 do in these assays?
K1F lysis inhibition: 0.3%; Myeloid diff 2: inactive; Lipid droplet: -11; Lipid droplet cells 6.5 µM: 814; Myeloid diff 2 GFP+ MAC1+ %: 0.5

What do the screens show for `CCCC(O)(c1ccc(CC)cc1)C(CN1CCOCC1)c1ccccc1` (stereo unspecified)?
K1F lysis inhibition: -1.6%[50 µM]; Myeloid diff 2: inactive; Lipid droplet: 0; Lipid droplet cells 6.5 µM: 829; Myeloid diff 2 GFP+ MAC1+ %: 0.9

Results for COC(C(=O)Nc1ccccc1C(=O)N1CCOCC1)c1ccccc1 (stereo unspecified) ?
K1F lysis inhibition: 0.1%; Myeloid diff 2: inactive; Lipid droplet: 6; Lipid droplet cells 6.5 µM: 836; Myeloid diff 2 GFP+ MAC1+ %: 4.4

What do the screens show for `CCOc1ccc(N(CC(=O)N/N=C/c2ccccn2)S(=O)(=O)c2ccc(Cl)cc2)cc1`?
K1F lysis inhibition: -0.1%; Myeloid diff 2: inactive; Lipid droplet: -11; Lipid droplet cells 6.5 µM: 680; Myeloid diff 2 GFP+ MAC1+ %: 0.5

What do the screens show for `O=C(O)CCN=CC1=C(O)CC(c2ccccc2)CC1=O` (stereo unspecified)?
K1F lysis inhibition: -0.1%; Myeloid diff 2: inactive; Lipid droplet: 2; Lipid droplet cells 6.5 µM: 776; Myeloid diff 2 GFP+ MAC1+ %: 0.3

Results for O=C(N/N=C/c1ccc2c(c1)OCO2)C(=O)Nc1cccc(Cl)c1 ?
K1F lysis inhibition: 0.3%; Myeloid diff 2: inactive; Lipid droplet: 16; Lipid droplet cells 6.5 µM: 627; Myeloid diff 2 GFP+ MAC1+ %: 0.5

Results for COc1ccc(/C=C/C(=O)Oc2ccc(C)cc2)cc1 ?
K1F lysis inhibition: -0.7%; Myeloid diff 2: inconclusive; Lipid droplet: 0; Lipid droplet cells 6.5 µM: 813

Results for Cc1ccc(NC(=S)N2CCC(NC(=O)c3cccc(F)c3)CC2)cc1 ?
K1F lysis inhibition: -1.6%; Myeloid diff 2: inactive; Lipid droplet: -19; Lipid droplet cells 6.5 µM: 692; Myeloid diff 2 GFP+ MAC1+ %: 3.4

Entries shown so far with sulfur, in the order listed:
What do the screens show for `C[C@H](NS(=O)(=O)OCC(Cl)(Cl)Cl)C1CC1c1ccccc1` (stereo partly specified)?
K1F lysis inhibition: -1.1%; Myeloid diff 2: inactive; Lipid droplet: -10; Lipid droplet cells 6.5 µM: 765; Myeloid diff 2 GFP+ MAC1+ %: 0.5

How did CCn1c(CC(=O)Nc2ccccc2Cl)nnc1SCC(=O)NC1CCCC1 do in these assays?
K1F lysis inhibition: 0.3%; Myeloid diff 2: inactive; Lipid droplet: -11; Lipid droplet cells 6.5 µM: 814; Myeloid diff 2 GFP+ MAC1+ %: 0.5

What do the screens show for `CCOc1ccc(N(CC(=O)N/N=C/c2ccccn2)S(=O)(=O)c2ccc(Cl)cc2)cc1`?
K1F lysis inhibition: -0.1%; Myeloid diff 2: inactive; Lipid droplet: -11; Lipid droplet cells 6.5 µM: 680; Myeloid diff 2 GFP+ MAC1+ %: 0.5

Results for Cc1ccc(NC(=S)N2CCC(NC(=O)c3cccc(F)c3)CC2)cc1 ?
K1F lysis inhibition: -1.6%; Myeloid diff 2: inactive; Lipid droplet: -19; Lipid droplet cells 6.5 µM: 692; Myeloid diff 2 GFP+ MAC1+ %: 3.4

(cont.)
How did Cc1nc(Cl)sc1C(=O)Nc1ccc(C(F)(F)F)cc1 do in these assays?
K1F lysis inhibition: -2.2%; Myeloid diff 2: inactive; Lipid droplet: 7; Lipid droplet cells 6.5 µM: 808; Myeloid diff 2 GFP+ MAC1+ %: 1.7

How did O=C(Nc1c2c(nn1-c1ccc(F)cc1)CS(=O)(=O)C2)C1CCCC1 do in these assays?
K1F lysis inhibition: 2.5%; Myeloid diff 2: inactive; Lipid droplet: 0; Lipid droplet cells 6.5 µM: 697; Myeloid diff 2 GFP+ MAC1+ %: 0.3

Results for O=[N+]([O-])c1cccc2c(S(=O)(=O)N3CCCCC3)cccc12 ?
K1F lysis inhibition: -0.3%; Myeloid diff 2: inactive; Lipid droplet: -10; Lipid droplet cells 6.5 µM: 833; Myeloid diff 2 GFP+ MAC1+ %: 0.8

What do the screens show for `O=C1/C(=C/c2ccc([N+](=O)[O-])cc2)CCC1C1CCCC1` (stereo unspecified)?
K1F lysis inhibition: 0.2%; Myeloid diff 2: inactive; Lipid droplet: 54*; Lipid droplet cells 6.5 µM: 829*; Myeloid diff 2 GFP+ MAC1+ %: 0.6

Results for O=S(=O)(Nc1cccc(Cl)c1)c1ccc(-n2cccn2)cc1 ?
K1F lysis inhibition: -0.1%; Myeloid diff 2: inactive; Lipid droplet: -8; Lipid droplet cells 6.5 µM: 788; Myeloid diff 2 GFP+ MAC1+ %: 2.1

Results for COc1ccc(C(=O)C2CCCN(C(=O)c3cc(C)on3)C2)cc1F (stereo unspecified) ?
K1F lysis inhibition: 0.1%; Myeloid diff 2: inactive; Lipid droplet: -2; Lipid droplet cells 6.5 µM: 807; Myeloid diff 2 GFP+ MAC1+ %: 1.9

What do the screens show for `CCc1ccc(CN2CCC(n3nccc3NC(=O)c3ccccc3Cl)CC2)cc1`?
K1F lysis inhibition: -0.1%; Myeloid diff 2: inactive; Lipid droplet: -4; Lipid droplet cells 6.5 µM: 630; Myeloid diff 2 GFP+ MAC1+ %: 0.9

How did O=C(C1CCCN1S(=O)(=O)c1cccc2nsnc12)N1CCN(c2ccc(F)cc2)CC1 (stereo unspecified) do in these assays?
K1F lysis inhibition: 0.3%; Myeloid diff 2: inactive; Lipid droplet: -24; Lipid droplet cells 6.5 µM: 685; Myeloid diff 2 GFP+ MAC1+ %: 1.6

How did Cn1cc(S(=O)(=O)N2CCc3ccccc32)cc1C(=O)Nc1ccc(Cl)cc1 do in these assays?
K1F lysis inhibition: 3.2%; Myeloid diff 2: inactive; Lipid droplet: -39; Lipid droplet cells 6.5 µM: 851; Myeloid diff 2 GFP+ MAC1+ %: 13

What do the screens show for `CS(=O)(=O)c1ccccc1C(=O)Nc1ccccc1Cc1ccccc1`?
K1F lysis inhibition: 0.2%; Myeloid diff 2: inactive; Lipid droplet: -30; Lipid droplet cells 6.5 µM: 766; Myeloid diff 2 GFP+ MAC1+ %: 1.0

How did S=C(NCc1ccccc1)N/N=C/c1cccs1 do in these assays?
K1F lysis inhibition: 0.3%; Myeloid diff 2: inactive; Lipid droplet: -2; Lipid droplet cells 6.5 µM: 854; Myeloid diff 2 GFP+ MAC1+ %: 0.8

What do the screens show for `Nc1[nH]c(=O)[nH]c(=O)c1N=Nc1ccccc1Cl`?
K1F lysis inhibition: 0.2%; Myeloid diff 2: inactive; Lipid droplet: -2; Lipid droplet cells 6.5 µM: 661; Myeloid diff 2 GFP+ MAC1+ %: 0.5

What do the screens show for `CC(C)N(Cc1nccn1C)C(=O)c1ccc2oc(Cc3ccccc3)nc2c1`?
K1F lysis inhibition: 4.1%; Myeloid diff 2: inactive; Lipid droplet: 16; Lipid droplet cells 6.5 µM: 631; Myeloid diff 2 GFP+ MAC1+ %: 0.7

Results for Cc1ccccc1N1CCN(CCCN2C(=O)C3CCCCN3C2=O)CC1 (stereo unspecified) ?
K1F lysis inhibition: -0.1%; Myeloid diff 2: inactive; Lipid droplet: 5; Lipid droplet cells 6.5 µM: 854; Myeloid diff 2 GFP+ MAC1+ %: 0.3

How did Cc1cc(C)nc(NC(=O)c2cccc(Br)c2)n1 do in these assays?
K1F lysis inhibition: 0.4%; Myeloid diff 2: inactive; Lipid droplet: -2; Lipid droplet cells 6.5 µM: 877; Myeloid diff 2 GFP+ MAC1+ %: 0.3

How did O=C(N/N=C/c1cccnc1)c1ccc(F)cc1 do in these assays?
K1F lysis inhibition: 0.3%; Myeloid diff 2: inactive; Lipid droplet: 6; Lipid droplet cells 6.5 µM: 822; Myeloid diff 2 GFP+ MAC1+ %: 0.9

Results for COc1ccccc1CCC(=O)OCc1csc(CC(=O)Nc2ccccc2C)n1 ?
K1F lysis inhibition: 0.3%[50 µM]; Myeloid diff 2: inactive; Lipid droplet: -20; Lipid droplet cells 6.5 µM: 801; Myeloid diff 2 GFP+ MAC1+ %: 1.0

What do the screens show for `O=C(O)C1CCC(c2ccc(-c3ccccc3)cc2)CC1` (stereo unspecified)?
K1F lysis inhibition: 0.0%; Myeloid diff 2: inactive; Lipid droplet: -2; Lipid droplet cells 6.5 µM: 812; Myeloid diff 2 GFP+ MAC1+ %: 1.4

What do the screens show for `CC(C)COP(=O)(c1ccc(N(C)C)cc1)C(O)c1ccc(Br)cc1` (stereo unspecified)?
K1F lysis inhibition: 0.4%; Myeloid diff 2: inactive; Lipid droplet: -6; Lipid droplet cells 6.5 µM: 686; Myeloid diff 2 GFP+ MAC1+ %: 0.1

Results for O=C(Nc1nc2ccccc2s1)c1c(F)cccc1Cl ?
K1F lysis inhibition: -1.0%; Myeloid diff 2: inactive; Lipid droplet: 0; Lipid droplet cells 6.5 µM: 790; Myeloid diff 2 GFP+ MAC1+ %: 1.1

What do the screens show for `O=C(Nc1cccc(Cl)c1)NC1CCS(=O)(=O)C1` (stereo unspecified)?
K1F lysis inhibition: 0.4%; Myeloid diff 2: inactive; Lipid droplet: 14; Lipid droplet cells 6.5 µM: 792; Myeloid diff 2 GFP+ MAC1+ %: 0.4

What do the screens show for `CCn1c(SCC(=O)Nc2ccccc2Cl)nnc1C1CC1`?
K1F lysis inhibition: 0.2%; Myeloid diff 2: inactive; Lipid droplet: -12; Lipid droplet cells 6.5 µM: 857; Myeloid diff 2 GFP+ MAC1+ %: 0.2

What do the screens show for `CCOc1ccc(-c2cccc(NC(=O)COc3ccccc3)c2)nn1`?
K1F lysis inhibition: 0.3%; Myeloid diff 2: inactive; Lipid droplet: -10; Lipid droplet cells 6.5 µM: 792; Myeloid diff 2 GFP+ MAC1+ %: 1.1

What do the screens show for `COC(=O)CN1C(=O)C(C)(C)Oc2ccc(C(=O)Nc3ccccc3F)cc21`?
K1F lysis inhibition: -0.4%; Myeloid diff 2: inactive; Lipid droplet: -12; Lipid droplet cells 6.5 µM: 722; Myeloid diff 2 GFP+ MAC1+ %: 0.2

How did COc1ccccc1NC(=S)N1CCCCCC1 do in these assays?
K1F lysis inhibition: -0.1%; Myeloid diff 2: inactive; Lipid droplet: 10; Lipid droplet cells 6.5 µM: 798; Myeloid diff 2 GFP+ MAC1+ %: 0.8

What do the screens show for `COc1ccccc1C(CNC(=O)c1ccc(NS(=O)(=O)c2ccc(F)c(C)c2)cc1)N(C)C` (stereo unspecified)?
K1F lysis inhibition: -0.1%; Myeloid diff 2: inactive; Lipid droplet: -18; Lipid droplet cells 6.5 µM: 527; Myeloid diff 2 GFP+ MAC1+ %: 1.1

What do the screens show for `COc1ccc(CNCc2ccc([N+](=O)[O-])cc2)cc1OC`?
K1F lysis inhibition: -1.4%; Myeloid diff 2: inactive; Lipid droplet: 6; Lipid droplet cells 6.5 µM: 842; Myeloid diff 2 GFP+ MAC1+ %: 0.2

Results for COc1ccc(S(=O)(=O)N2CCN(C)CC2)cc1NC(=O)c1ccccc1F ?
K1F lysis inhibition: 0.0%; Myeloid diff 2: inactive; Lipid droplet: 2; Lipid droplet cells 6.5 µM: 714; Myeloid diff 2 GFP+ MAC1+ %: 0.1

How did O=C(c1ccc(F)cc1)N1CCN(C2CCCCC2)CC1 do in these assays?
K1F lysis inhibition: 0.1%; Myeloid diff 2: inactive; Lipid droplet: -4; Lipid droplet cells 6.5 µM: 812; Myeloid diff 2 GFP+ MAC1+ %: 0.2

How did COc1cc(C(=O)Nc2ccc3nc4n(c(=O)c3c2)CCCCC4)cc(OC)c1OC do in these assays?
K1F lysis inhibition: -0.1%; Myeloid diff 2: inactive; Lipid droplet: -4; Lipid droplet cells 6.5 µM: 674; Myeloid diff 2 GFP+ MAC1+ %: 0.9

What do the screens show for `COc1ccc(CNC(=O)CN(C(=O)c2csnn2)c2ccc3c(c2)OCCO3)cc1`?
K1F lysis inhibition: 0.1%; Myeloid diff 2: inactive; Lipid droplet: -7; Lipid droplet cells 6.5 µM: 745; Myeloid diff 2 GFP+ MAC1+ %: 2.2

What do the screens show for `Cc1ccc(CN2CCN(C(=O)c3cccc4ccccc34)CC2)cc1`?
K1F lysis inhibition: -1.2%; Myeloid diff 2: inactive; Lipid droplet: -22; Lipid droplet cells 6.5 µM: 744; Myeloid diff 2 GFP+ MAC1+ %: 0.0
